Source: PubChem BioAssay (several laboratories)
sdo1 growth: sdo1-depleted yeast growth rescue; hit rate 0.21% among 140,000; z-score at 10 µM; S. cerevisiae sdo1-depleted JHY4D growth rescue, OD600 30 h; hits give high values; pdr5 snq2 efflux-pump mutant strain; AID 817;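 active = z-score above 3 at both the 24 hr and the 30 hr optical density reads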;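 note: z-score against mean and SD of all compound wells on the same plate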
Insulin prom inh: TRM-6 insulin promoter activity inhibition | AID 1273 | TRM-6 cells (human fetal islet line), insulin promoter-eGFP reporter, imaging; reporter expression induced with tamoxifen | inhibition, % at 2 µM | hit rate 0.9% among 130,000;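 active = inhibition above the mean plus 3 SD, with well images judged a real hit on visual review, cut at about 60% in these data, passing the limit was not always enough; inconclusive = inhibition over the cutoff but images rejected on review; inactive = inhibition not above the cutoff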
sdo1 growth Rescue 24 h: second read-out of sdo1 growth, no call of its own (marks repeat the call); z-score; S. cerevisiae sdo1-depleted JHY4D growth rescue, OD600; measured here: growth rescue at 24 h;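 0 is the plate mean of compound wells and units are plate SD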
An asterisk follows results filed as active; i = inactive; ? = inconclusive; / = not tested or not shown.

SMILES	sdo1 growth	sdo1 growth Rescue 24 h	Insulin prom inh
O=C(O)C1CC(=O)N(CCc2c[nH]c3ccccc23)C1 (stereo not drawn)	0.25	0.05	39
COc1ccc(OCC(=O)NCCc2ccc(S(N)(=O)=O)cc2)cc1	0.26	0.18	-35
CC(C)Cc1nc2oc3c(NCc4cccnc4)ncnc3c2c2c1CCC2	-1.5	0.12	/
CC(C)C(=O)NC(=S)Nc1sc2c(c1C(N)=O)CCCC2	0.26	-0.33	-23
CC(C)CCn1c(N2CCc3ccccc3C2)nc2c1c(=O)[nH]c(=O)n2C	/	/	-12
O=c1cc(Nc2cccc(Br)c2)[nH]c(=O)[nH]1	/	/	-22
O=C(O)c1cccc(NC(=S)N/N=C/c2ccccc2OCc2ccc(Br)cc2)c1	/	/	-21
CCOC(=O)c1cc2sccc2n1CC(=O)N1CCN(C(=O)c2ccco2)CC1	-0.33	-1.1	-38
CCOc1cc(N2CCOCC2)c(OCC)cc1NC(=O)c1ccc(NC(C)=O)cc1	/	/	7
COC(=O)C(NNc1ccc(F)cc1)(NC(=O)c1ccccc1)C(F)(F)F (stereo not drawn)	0.05	-0.1	-45
O=C(CCN1CCCCCC1)Nc1ccc(F)cc1	0.4	0.07	9
O=C(c1nc(-c2ccccc2)n(-c2ccccc2)n1)N1CCCCCC1	-0.36	0.17	/
COc1ccc(N2CCN(C(c3cccs3)c3nnnn3C3CCCC3)CC2)cc1 (stereo not drawn)	-1.1	-0.42	7
Cc1ccc(/C=C/C(=O)Nc2nc3ccccc3[nH]2)cc1	-1.3	-0.58	-22
O=S(=O)(NCC(c1ccco1)N1CCN(c2ccc(F)cc2)CC1)c1ccc(F)cc1 (stereo not drawn)	-1.1	-0.46	-48
COc1ccc(/C=C2/NC(=O)N(Cc3ccccc3F)C2=O)cc1OC	/	/	-14
CCOC(=O)c1ccc(N2C(=O)CC(N3CCC(Nc4ccc(F)cc4)CC3)C2=O)cc1 (stereo not drawn)	-0.05	0.06	-23
Cc1nn2c(N3CCN(C(=O)c4ccco4)CC3)cc(C(C)(C)C)nc2c1-c1ccccc1	-1.8	-1.6	40
S=C1NCCOCCOCCOCCOCCNC(=S)NCCOCCOCCOCCOCCN1	0.65	0.03	38
C=CCNC(=O)Cn1nc(-c2ccccc2)ccc1=O	0.2	-0.64	/
CC(C)Cc1c(O)nc(SCCN2CCOCC2)[nH]c1=O	0.54	2	0
COc1cccc(-n2c(N)c(C#N)c3ccc([N+](=O)[O-])cc3c2=O)c1	0.71	0.8	/
O=C(CSc1ccc(F)cc1)N1CCC(c2nc3ccccc3s2)CC1	-1.4	-0.51	/
O=C(CNC(=S)NC(=O)c1ccc(Br)o1)c1ccccc1	1.4	3	-38
Cc1ccccc1NC(=O)CC(O)(C(F)(F)F)C(F)(F)F	-0.18	-0.44	54
O=C(CSc1cccc[n+]1[O-])Nc1cc(S(=O)(=O)N2CCOCC2)ccc1Cl	0.47	0.07	14
Cc1cs/c(=N\N=C\c2ccccc2)n1Cc1ccco1	-1.8	-1.8	/
O=C(CSc1nnc(-c2cccc(Cl)c2)o1)Nc1ccc2c(c1)OCCO2	0.02	1.2	50
Cc1c(C(=O)NCC2COc3ccccc3O2)oc2ccc(S(=O)(=O)N(C)C3CCCCC3)cc12 (stereo not drawn)	0.81	1.8	23
CCOC(=O)N1CCC(NC(=O)C2CCC(CNS(=O)(=O)c3ccc(OC)cc3)CC2)CC1 (stereo not drawn)	-1	0.14	-86
Cc1noc2ncnc(Oc3cc(Cl)ccc3Cl)c12	/	/	-30
COCCn1ccc(O)c(Cc2ccccc2)c1=O	1	-0.34	-11
O=C(CNC(=O)c1ccc(S(=O)(=O)N2CCCC2)cc1)N/N=C/c1ccco1	/	/	19
CCOCc1nc(C)c(Cl)c(NS(=O)(=O)c2ccc(N)cc2)n1	0.38	1.9	-23
CCOC(=O)C(/C=C(\C#N)C(=O)OCC)=C(/N)N1CCN(c2c(C)cccc2C)CC1	0.88	2	3
Cc1nn(C(=O)c2cc3sccc3[nH]2)c(C)c1C	-0.29	0.89	-13
CCn1ncc(CN2CCN(Cc3ccc(OC)c(C)c3C)C(CCO)C2)c1C (stereo not drawn)	/	/	-183
COc1ccc(-c2csc(N(CCCN(C)C)C(=O)c3cccs3)n2)cc1	0.89	0.41	-4
C/C(N)=C(/C#N)C(=O)CSc1n[nH]c(-c2ccccc2Br)n1	-1	-0.97	/
Cc1nnc(NC(=O)C(C)Sc2nncn2C)s1 (stereo not drawn)	-0.01	-0.59	/
Cn1c(SCc2nc(-c3ccc(Cl)cc3)no2)nnc1-c1ccco1	-1.2	0.13	/
CCCN(CCO)Cc1cccc(Br)c1	0.78	-0.92	-77
Cc1c(C2N3CC4(C)CN2CC(C)(C3)C4=O)c2ccccc2n1C (stereo not drawn)	0.72	0.43	12
COc1ccc2c(c1)[nH]c1c(=O)n(Cc3ccco3)cnc12	0.52	1.2	17
CC(C)c1ccc(/C=N/n2nnnc2Nc2ccccc2)cc1	0.72	0.87	35
Cc1cccc(C)c1OCC(=O)N/N=C/c1ccncc1	0.06	-0.5	-14
O=C(CSCc1ccc(Cl)cc1)Nc1ccc2c(c1)OCO2	-0.89	-0.7	i
Cc1cc2[nH]c(=O)c3ccccc3n2n1	0.65	-0.14	83*
CCC1CC2(C)NC(=O)c3c(sc4c3CC(C)(C)OC4)N2C1=O (stereo not drawn)	0.43	0.04	-138
CCOC(=O)c1ccc(Cl)c(NC(=O)c2ccc(-c3ccccc3)cc2)c1	-0.2	0.7	/
COc1ccc(CN2C(=O)c3cccnc3C2Nc2cc(Cl)c(OC)cc2OC)cc1 (stereo not drawn)	-0.47	-0.46	-136
CCN(C(=O)CN1CCCCC1)C1(C)C(=O)c2ccccc2C1=O	-0.35	-0.58	3
CC1(C)CC(=O)C2=C(C1)OC(N)=C(C#N)C2C1C=CCCC1 (stereo not drawn)	-0.43	0.24	50
O=C(NCc1ccco1)c1cccc2c1C(=O)N(C1CCCCC1)C2	-0.34	0.93	/
O=c1cc(-c2ccc(Cl)c(Cl)c2)[nH][nH]1	0.71	1.4	-55
Cc1cc(C)c2c(n1)nn1c(N3CCN(c4cccc(Cl)c4)CC3)cc(C)nc21	/	/	-83
CCCc1nnc(SCC(=O)N2CCCCC2C)n1CC (stereo not drawn)	0.13	-0.94	-19
CCCN(CCC(=O)Nc1ccccc1F)CC1CC1	0.74	-0.32	/
COC(CN(C(=O)CCl)C(C(=O)NC1CCCCC1)c1ccc(Cl)cc1)OC (stereo not drawn)	-0.03	0.66	/
O=C1C2CC=CCC2C(=O)N1c1ncn[nH]1 (stereo not drawn)	0.28	0.04	-14

Next section
SMILES	sdo1 growth	sdo1 growth Rescue 24 h	Insulin prom inh
OC(COc1ccccc1)CN1CCN(c2ncccn2)CC1 (stereo not drawn)	1.6	1.8	22
COC(=O)Cc1c(C(=O)OC)nnn1-c1ccc(OC)cc1	/	/	15
CS(=O)(=O)c1cnc(-c2ccccc2)nc1-c1ccccc1Cl	/	/	5
Cn1cc(CC(=O)NCCN2CCOCC2)c2ccccc21	/	/	0
Nc1ccc(Br)c2c1C(=O)c1ccccc1C2=O	-2	-0.39	-47
Cc1ccc(N(C(=O)c2ccc(S(=O)(=O)N3CCOCC3)cc2)C2C=CS(=O)(=O)C2)cc1 (stereo not drawn)	-0.34	-0.88	50
O=C(CN1CCN(Cc2ccc(F)cc2Cl)C1=O)NCCc1ccccc1	1.3	1.3	/
C=CCn1c(SCn2nnc3ccccc3c2=O)nnc1C1CCCCC1	0.1	-0.31	/
COc1ccc(-n2nnnc2SCC(=O)N2C(C)CCCC2C)c(OC)c1 (stereo not drawn)	-0.24	0.29	20
CC(=O)Nc1sc(/C(C#N)=C\c2cccc(Cl)c2)nc1-c1ccc(C)cc1	0.77	0.79	/
N#CCCNCC1(c2ccccc2)CCCC1	-0.41	-0.83	-21
O=C(NCc1ccncc1)Nc1ccc(Cl)cc1Cl	1.2	0.86	3
Cc1cc(N/N=C\c2ccccc2)nc(-c2ccccc2O)n1	-1.7	-0.99	27
CCCCn1cnc2sc(-c3ccccc3)cc2c1=O	-1.5	-0.95	29
CC1(C)NC(=O)N(CCCCOc2ccc3c(c2)CCC3)C1=O	0.34	0.18	4
COc1ccccc1N(CC(O)Cn1c2ccccc2c2ccccc21)S(=O)(=O)c1ccccc1 (stereo not drawn)	-0.62	0.54	-6
Cc1occc1-c1nnc(SCC(=O)NCc2ccco2)n1CC(C)C	0.16	-0.21	9
CC(=O)Nc1cc2c(cc1C(=O)c1ccc(C)cc1)OCCO2	-0.41	-0.3	?
CC(C)(c1ccccc1)c1ccc(OCCn2cnc3ccccc3c2=O)cc1	-0.29	-0.75	6
O=C(O)COc1cccc2nsnc12	1.4	0.53	/
O=[N+]([O-])c1ccc(CNC2CCCc3ccccc32)cc1 (stereo not drawn)	/	/	45
CC(=O)N[C@@H](C)C(=O)OC(C)C(=O)Nc1cccc([N+](=O)[O-])c1 (stereo partly drawn)	/	/	-392
CCN(CC)/C(Sc1ccccc1)=C(/C(Cl)=C(Cl)Cl)[N+](=O)[O-]	/	/	-64
O=C(NCC(c1cccs1)N1CCOCC1)c1ccc(Br)o1 (stereo not drawn)	0.61	-0.57	0
COc1cc(S(=O)(=O)N2CCOCC2)ccc1NC(=O)COC(=O)C12CC3CC(CC(C3)C1)C2	-1.2	-0.16	58
CCCCC(=O)NC(c1ccco1)c1cc(Cl)c2cccnc2c1O (stereo not drawn)	/	/	-93
N/C(=N\O)C1COc2ccccc2O1 (stereo not drawn)	1.5	0.97	/
Cc1ccc(C)c(NC(=O)C(Sc2nnc(-c3cccs3)o2)c2ccccc2)c1 (stereo not drawn)	0.27	0.05	/
COc1ccc(Cc2n[nH]c(=S)o2)cc1	/	/	-479
O=C(NC1=NCCS1)c1csc2ccccc12	-0.2	-0.57	6
O=C(CSc1ccc2nnc(-c3cccnc3)n2n1)N1CCOCC1	0.35	0.7	/
CC1(C(=O)NCCN2CCOCC2)C=CC2(CCCCC2)N1C(=O)c1ccccc1 (stereo not drawn)	0.06	-0.64	-10
Cc1ccc(-c2csc(/C(C#N)=C(\O)CCl)n2)cc1	/	/	-7
C=CCc1ccc(OCCCCNC(C)CC)c(OC)c1 (stereo not drawn)	-0.48	-0.41	-86
COc1ccc(C2/C(=C(/O)c3ccc(C)cc3)C(=O)C(=O)N2C)cc1 (stereo not drawn)	1.1	-0.03	-33
O=C(Nc1ccc(-c2nc3ccccc3o2)cc1)c1cc(-n2cnnc2)ccc1Cl	1.4	1.1	16
CN(C(=O)c1cccs1)c1ccccc1C(=O)O	1.1	1.6	/
O=C(COc1ccccc1Cl)Nn1cnnc1	1.9	1.1	/
Cc1cc(NC(=O)c2cc(C3CC3)on2)n(-c2ccccc2)n1	0.78	-0.11	/
O=C(CSc1nnc(NC(=O)Cc2ccccc2)s1)NCC1CCCO1 (stereo not drawn)	/	/	23
CCc1ccccc1N1CC(C(=O)O)CC1=O (stereo not drawn)	0.54	0.62	-194
Cc1ccc(C(=O)NCCc2ccc(S(N)(=O)=O)cc2)cc1[N+](=O)[O-]	/	/	-43
CCCc1cc(C(=O)NCc2ccc(OC)cc2)no1	-0.09	-0.11	/
Cc1ccc(-n2c(=O)c(C#N)cc3c(=O)n4cccc(C)c4nc32)cc1	-0.24	0.6	30
Nc1ccc2oc(-c3cccc4ccccc34)nc2c1	-0.89	-1.3	64
COc1cccc2[nH]c3c(N4CCN(Cc5ccc6c(c5)OCO6)CC4)ncnc3c12	0.36	0.72	8
